Assay outcomes from PubChem BioAssay.
APOBEC3G inh: APOBEC3G DNA deaminase inhibitors, primary screen, biochemical, fluorescence, single-stranded DNA substrate, uHTS; AID 493012, 2011; 330,000 tested, 0.28% active; inhibition, % at 20 µM; recombinant A3G, ssDNA deamination FAM/TAMRA fluorescence;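 active = inhibition of at least 40% at 20 µM, with no more than 30% in the related APOBEC3A deaminase screen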;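 note: plate controls were DMSO wells with A3G for no effect and wells lacking A3G enzyme for full effect; some compounds called inactive have numbers as strong as hits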
Target sequence (Q9HC16 whole entry, looked up): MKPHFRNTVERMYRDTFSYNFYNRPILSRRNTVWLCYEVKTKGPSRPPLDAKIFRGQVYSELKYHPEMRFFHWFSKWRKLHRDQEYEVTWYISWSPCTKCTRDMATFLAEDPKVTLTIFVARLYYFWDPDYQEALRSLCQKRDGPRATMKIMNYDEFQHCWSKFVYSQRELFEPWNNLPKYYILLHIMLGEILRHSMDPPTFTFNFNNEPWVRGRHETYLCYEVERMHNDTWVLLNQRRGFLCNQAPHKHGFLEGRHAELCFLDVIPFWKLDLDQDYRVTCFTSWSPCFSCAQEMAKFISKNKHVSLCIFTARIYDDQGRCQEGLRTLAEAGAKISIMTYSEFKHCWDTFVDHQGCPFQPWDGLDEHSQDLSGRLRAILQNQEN
hIAP inh: human IAP inhibitors, primary screen, biochemical, luminescence, uHTS; purified IAP, CDP-Star luminescence, 30 min; inhibition, % at 10 µM; 330,000 tested, 0.12% active;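 active = inhibition reaching a set limit with compound at 10 µM in the primary screen, cut at about 35% in these data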;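 note: plate controls were DMSO wells with enzyme for no effect and no-enzyme buffer wells for full effect; values of inactives mirror those of a sister screen read the other way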
mIAP act: activators of mouse IAP, primary screen, biochemical, luminescence, uHTS | intestinal alkaline phosphatase [Mus musculus] | muIAP, CDP-Star luminescence, 30 min; hits give high values; 1 = vehicle-only enzyme signal, 0 = enzyme-free wells | activation factor at 10 µM | 330,000 tested, 0.24% active | AID 2805, 2010;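 active = activation factor of at least 2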; note: the source names both 10 and 20 µM as test concentration; values of inactives mirror those of a sister screen read the other way
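Assay system: mouse IAP enzyme / Compound: DMSO-dissolved test compounds / Timing: 30 min, room temperature / Measured by: luminescence from enzymatic CDP-Star hydrolysis / Control set: DMSO-only wells, enzyme-free buffer wells as negative control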
A3A deaminase: APOBEC3A ssDNA deaminase inhibitors, primary screen, selectivity assay for APOBEC3G inhibitor project, biochemical, FAM/TAMRA oligo cleavage fluorescence; recombinant A3A, FAM/TAMRA ssDNA deamination fluorescence; AID 493011, 2011; DNA dC->dU-editing enzyme APOBEC-3A (Homo sapiens), P31941; 330,000 tested, 0.41% active; inhibition, % at 20 µM;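 active = at least 40% inhibition at 20 µM here, with at most 30% in a related deaminase screen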;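 note: plate controls were A3A with DMSO for no effect and wells lacking A3A enzyme for full effect; some results filed as inactive read as strong as hits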
Target sequence (P31941 whole entry, looked up): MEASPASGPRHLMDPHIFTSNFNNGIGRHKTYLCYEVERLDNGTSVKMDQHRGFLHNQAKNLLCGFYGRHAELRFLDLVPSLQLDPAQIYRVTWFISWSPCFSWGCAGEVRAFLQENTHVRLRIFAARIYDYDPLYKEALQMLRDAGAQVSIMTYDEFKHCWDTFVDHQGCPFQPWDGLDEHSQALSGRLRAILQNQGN
hIAP act: human IAP activators, primary screen, biochemical, luminescence, uHTS; Intestinal-type alkaline phosphatase (Homo sapiens), P09923; purified human IAP, CDP-Star luminescence, 30 min; hits give high values; 1 = vehicle-only enzyme, 0 = enzyme-free background; activation factor at 10 µM; 330,000 tested, 0.16% active; AID 2524, 2010;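 active = activation factor of the enzyme at least 2-fold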; note: the source names both 10 and 20 µM as test concentration; values of inactives mirror those of a sister screen read the other way
SENP1 inh: human SENP1 catalytic domain inhibitors, primary screen, biochemical, FRET, uHTS; Sentrin-specific protease 1 (Homo sapiens), Q9P0U3; recombinant SENP1 catalytic domain, CyPet-SUMO1-YPet FRET cleavage; inhibition, % at 10 µM; 360,000 tested, 0.21% active; AID 624204, 2012;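 active = inhibition at least 30% at 10 µM, raw YFP signal under a set limit, fluorescence ratio 0.5 to 1.5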;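 note: 0% = enzyme with DMSO and 100% = no enzyme wells; some results filed as inactive read as strong as hits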
Target sequence (Q9P0U3 419-644 limits assumed): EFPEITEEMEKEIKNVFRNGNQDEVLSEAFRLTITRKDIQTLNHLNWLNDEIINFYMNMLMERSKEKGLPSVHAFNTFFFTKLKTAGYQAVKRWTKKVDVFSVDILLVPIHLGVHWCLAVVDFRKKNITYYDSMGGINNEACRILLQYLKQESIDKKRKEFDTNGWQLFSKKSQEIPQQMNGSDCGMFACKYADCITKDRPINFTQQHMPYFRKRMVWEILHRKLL
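Test system: human SENP1 catalytic domain; medium: Tris pH 8 buffer plus EDTA, NaCl, BME, BSA, NP40, catalase; incubation: 50 min reaction at room temperature; technique: FRET, CFP and YFP emission; controls: no-enzyme low control and enzyme-plus-DMSO high control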
beta cell repl: inducers of MIN6 beta-cell proliferation, primary screen, ATP luminescence, uHTS. MIN6 cells proliferation, ATPlite luminescence, 48 h; cells starved in 0.2% serum; 100% = growth in 10% serum. proliferation, % at 10 µM. 330,000 tested, 0.29% active;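 active = compounds whose signal lies at least 3.5 SD above the mean of all wells on their plate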;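 note: 0% = DMSO-treated cells in low-serum medium and 100% = 10% serum control; some compounds called inactive have numbers as strong as hits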
NALP3 yeast inh: NALP3 inflammasome inhibitors in reconstituted yeast, primary screen, luminescence, uHTS; inhibition, % at 10 µM; 330,000 tested, 0.39% active; Yeast reconstituted NLRP3/ASC/caspase-1, beta-gal luminescence, 24 h; AID 2825, 2010;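 active = inhibition of 50% or more; inactive = inhibition below 50%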;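 note: plate controls were induced DMSO wells for no effect and uninduced yeast grown without galactose for full effect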
mIAP block: inhibitors of mouse IAP, primary screen, biochemical, luminescence, uHTS; 330,000 tested, 0.2% active; purified mouse IAP, CDP-Star luminescence, 30 min; AID 2806, 2010; inhibition, % at 10 µM;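 active = inhibition of at least 40% at 10 µM in the primary screen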;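 note: plate controls were DMSO with enzyme for no effect and no enzyme wells for full effect; values of inactives mirror those of a sister screen read the other way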
Numbers without * were called inactive; . = no result given.

SMILES	APOBEC3G inh	hIAP inh	mIAP act	A3A deaminase	hIAP act	SENP1 inh	beta cell repl	NALP3 yeast inh	mIAP block
Cc1ccc(NC(=O)CS(=O)CC(=O)Nc2ccc3c(c2)OCO3)cc1Cl (stereo not given)	-3	-17	1.1	-3	1.2	-3	-4	19	-5
Cc1ccc(NC(=O)c2cccs2)cc1NC(=O)c1cccc(F)c1	-5	10	0.96	-6	0.9	1	-1	18	4
CCc1ccccc1N/C(=N\S(=O)(=O)c1ccccc1)C(F)(F)F	1	-7	0.97	5	1.1	0	0	16	3
O=C(NC12CC3CC(CC(C3)C1)C2)c1ccc(Br)o1	-9	3	0.99	-5	0.97	-1	-3	-3	1
Cc1cccc(N2CCN(S(=O)(=O)c3cccc4nonc34)CC2)c1C	1	14	0.87	2	0.86	7	-1	13	13
CCOC(=O)c1cnn(CCOC(=O)c2ccc(F)cc2)c1NC(=O)c1ccc(F)cc1	-6	11	0.96	-2	0.89	0	0	-9	4
COC(=O)CNC(=O)C1CCCN1C(=O)CNC(=O)OC(C)(C)C (stereo not given)	-5	-7	0.96	-2	1.1	0	-2	17	4
COc1cc(C)c(C(=O)CC(=O)c2c(C)cc(OC)cc2C)c(C)c1	-9	9	0.92	-4	0.91	0	-1	-1	8
N#Cc1ccccc1NC(=O)COc1ccc2c(c1)OCO2	2	8	1	3	0.92	2	-3	11	-4
CC(C)NC(=O)C1CCCN(S(=O)(=O)c2cccs2)C1 (stereo not given)	6	21	1	-2	0.79	4	-1	23	-4
CCOc1ccc(C(=O)c2cnc3ccccc3c2N2CCN(CC)CC2)cc1	-5	-3	0.83	1	1	-29	4	10	17
CSc1nc2ccccc2c(=O)n1C1CCCCC1	-6	11	0.99	-1	0.89	-1	-1	14	1
COc1ccc(N2CCN(C(c3ccccc3OC)c3nnnn3Cc3ccco3)CC2)cc1 (stereo not given)	-2	-23	1	-1	1.2	2	0	7	-3
Cc1ccsc1-c1nc(CSCC(=O)NCCN2CCCC2)c(C)o1	-4	-1	1	-1	1	-4	0	19	-2
O=C1CC(N2CCN(c3ccc(O)cc3)CC2)C(=O)N1Cc1cccs1 (stereo not given)	22	5	0.93	-1	0.95	2	-4	-2	7

Of the compounds above, 4 contain a thiophene ring, fused or not:
SMILES	APOBEC3G inh	hIAP inh	mIAP act	A3A deaminase	hIAP act	SENP1 inh	beta cell repl	NALP3 yeast inh	mIAP block
Cc1ccc(NC(=O)c2cccs2)cc1NC(=O)c1cccc(F)c1	-5	10	0.96	-6	0.9	1	-1	18	4
CC(C)NC(=O)C1CCCN(S(=O)(=O)c2cccs2)C1 (stereo not given)	6	21	1	-2	0.79	4	-1	23	-4
Cc1ccsc1-c1nc(CSCC(=O)NCCN2CCCC2)c(C)o1	-4	-1	1	-1	1	-4	0	19	-2
O=C1CC(N2CCN(c3ccc(O)cc3)CC2)C(=O)N1Cc1cccs1 (stereo not given)	22	5	0.93	-1	0.95	2	-4	-2	7

(cont.)
SMILES	APOBEC3G inh	hIAP inh	mIAP act	A3A deaminase	hIAP act	SENP1 inh	beta cell repl	NALP3 yeast inh	mIAP block
CCn1cc(C(=O)O)c(=O)c2ccc(C)nc21	-9	0	1.1	-3	1	0	-2	19	-9
CCOc1ccc(CN2CCN(C(=O)c3cccc4ccccc34)CC2)cc1	-1	-4	1	-1	1	1	-1	18	-1
NC(=O)c1ccc(NC(=O)CCN2C(=O)c3ccccc3C2=O)cc1	3	10	1.1	-4	0.9	2	-3	-1	-7
CCN1CCN(CCNC(=O)c2ccc(/C=C3/Sc4ccccc4N(Cc4cccc(C)c4)C3=O)cc2)CC1	-2	3	0.88	-4	0.97	-40	-6	8	12
COc1cccc(CN2CCN(C(c3ccccc3)c3ccccc3)CC2)c1O	-7	-43	0.99	-4	1.4	0	-4	-16	1
CSc1nc2sc3c(c2c(=O)n1C)CCC3	-2	3	1	-1	0.97	2	1	33	0
CCC(=O)c1cn(CC(=O)Nc2ccc(C)cc2C)c2ccccc12	-2	-14	1.2	-4	1.1	-1	0	12	-17
Nc1cc(=O)[nH]c(SCC(=O)Nc2cc(Cl)cc(Cl)c2)n1	-8	12	0.95	-1	0.88	1	0	9	5
O=C(N/N=C1\SCC(=O)N1CCc1ccccc1)c1cccs1	0	0	1	1	1	1	4	13	0
Cc1ccc(-n2c(CNc3ccc(F)cc3)nnc2SCC(=O)NCc2ccco2)cc1	1	9	1.1	4	0.91	-3	-3	6	-5
COCCNC(=O)/C(C#N)=C/c1c(N2CC(C)OC(C)C2)nc2ccccn2c1=O (stereo not given)	-6	-7	1	-2	1.1	-61	-1	9	-1
O=c1[nH]nc(CNc2ccc(OC(F)(F)F)cc2)c2ccccc12	-1	-1	1.1	0	1	0	-1	-1	-6
CCCCn1c(N)c(N(Cc2ccccc2OC)C(=O)C2=COCCO2)c(=O)[nH]c1=O	-5	-8	1.1	0	1.1	1	-6	8	-5
Cc1nnc(NC(=O)NCN2C(=O)C3C4C=CC(C4)C3C2=O)s1 (stereo not given)	0	-9	0.99	1	1.1	-2	-3	-5	1
O=C(COC(=O)c1ccc(Cl)nc1)NC1CCCc2ccccc21 (stereo not given)	-4	9	0.98	3	0.91	-4	-1	13	2
Clc1ccc(-c2nnc3c4ccccc4nc(N4CCOCC4)n23)cc1Cl	-9	8	0.94	-2	0.92	1	1	28	6
CCOC(=O)c1cn2nc(N3CCCCC3)ccc2n1	-6	-3	1	-2	1	1	-3	12	0
COc1ccc(N(CC(=O)NCc2cccnc2)S(=O)(=O)c2c(C)nn(C)c2C)cc1	-7	24	1.1	-2	0.77	2	6	-2	-7
Cc1ccc(NC(=O)CN2C(=O)CCSc3ccc(S(=O)(=O)N4CCCC4)cc32)cc1C	-5	-32	1	-3	1.3	1	-5	13	-2
CN(C(=O)CSc1nc2ccccc2n1CCc1ccccc1)C1CCS(=O)(=O)C1 (stereo not given)	-10	-4	1	-2	1	0	-1	14	-1
CCOC(=O)N1CCC(N2C(=O)c3ccccc3C2Nc2ccccc2C)CC1 (stereo not given)	-4	10	1.1	0	0.9	1	1	1	-14
Cc1ccccc1N(CC(=O)NCc1ccc2c(c1)OCO2)C(=O)CCC(=O)Nc1ccccn1	-6	-11	1	-3	1.1	2	0	17	-2
CCOC(=O)[C@H]1[C@H]2COc3ccccc3[C@@H]2N2C(=O)c3cc(OC)c(OC)cc3NC(=O)[C@@]12C	-8	27	0.91	-4	0.73	-54	3	7	9
COc1ccc(NC(=O)c2cc(CC(C)C)nc3ccccc23)cc1	-5	28	0.94	-5	0.72	0	-2	24	6
Cc1ccccc1OCCCCn1c(CO)nc2ccccc21	-3	-40	1.1	-1	1.4	0	-2	-2	-12
COc1ccccc1NC(=O)c1cc(C(=O)Nc2ccccc2OC)cc(N2C(=O)CCC2=O)c1	-4	-8	1.1	1	1.1	3	-3	-11	-5
O=C1NC(=O)c2cc(NC(=O)C3CCCCC3)ccc21	1	1	1	-2	0.99	1	-4	4	-4
Cn1c(=O)n(Cc2ccccc2F)c(=O)c2c1nc1n2CCCN1CCc1ccccc1	-6	-23	1.1	-6	1.2	2	-3	13	-6
Cc1cc(C)c(NC(=O)COC(=O)c2ccncc2)c(C)c1	5	-10	1.1	0	1.1	-7	0	8	-6
COc1ccccc1-c1nnc(SCC(=O)Nc2cc(C)on2)o1	-7	-4	1	0	1	0	-1	3	-1
CN1CCN(C(=O)CCN2C(=O)S/C(=C/c3ccc(Cl)cc3)C2=O)CC1	-5	2	0.94	-2	0.98	1	-4	17	6
Cc1nn(C)cc1/C=N/NC(=O)Cn1nnc(N)n1	-6	10	1	-4	0.9	2	-2	3	-2
COC(=O)c1sccc1NC(=O)Nc1cccc(C(C)=O)c1	0	-1	1	2	1	0	-1	11	-5
COc1cc(CN2CCNC(=O)C2CC(=O)N(C)CCCN2CCOCC2)cc(OC)c1 (stereo not given)	-2	4	1	1	0.96	0	-3	5	-2
CCOC(=O)c1c(C)[nH]c(C(=O)CN2C(=O)NC(C)(C)C2=O)c1C	-4	-1	1	0	1	-2	6	9	-3
Brc1ccccc1OCCN1CCCC1	-3	-10	0.99	-5	1.1	0	1	13	0
CCOc1ccc(NC(=O)CC)cc1	1	-7	1.1	1	1.1	.	0	-4	-5
COc1ccc(C(=O)NCCn2ccc3ccccc32)cc1OC	0	-8	1.1	-2	1.1	-3	1	14	-11
Cc1cc(=O)nc2c3ccccc3n(C(C)C(=O)NCCC(C)C)n12 (stereo not given)	-3	-9	1.1	-3	1.1	1	5	-10	-6
O=C1C(c2ccc(F)cc2)N(CC2COc3ccccc3O2)C(=O)CN1C1CCCCC1 (stereo not given)	-6	10	1	-3	0.9	-2	-4	-8	-2
CC(=O)Nc1cccc(OCC(=O)/C=C2\N(C)c3ccccc3C2(C)C)c1	-10	14	0.84	9	0.86	-6	-6	18	16
COc1ccccc1CNC(=O)COC(=O)c1cccs1	-5	16	1.1	0	0.84	3	0	18	-7
COc1ccc2c(c1)sc(=N)n2CC(=O)Nc1cc(C)cc(C)c1	-7	-6	1.1	3	1.1	-6	0	24	-6
Fc1ccc(NC(=S)N2CCCc3ccccc32)cc1	-5	-6	0.98	1	1.1	-27	-6	11	2
Cc1ccc2c(c1)N(Cc1ccncc1)C(=O)C(C)O2 (stereo not given)	-5	-2	0.85	-2	1	-1	2	1	15
CCn1c2ccccc2c2cc(NC(=O)N3CCOCC3)ccc21	-6	2	1.1	-11	0.98	32*	-1	14	-11
COCCn1c(SC(C)C(=O)Nc2ccc3c(c2)OCCO3)nc2ccccc2c1=O (stereo not given)	-4	14	1	-1	0.85	2	2	-11	0
CCCn1nnc(NC(=O)COc2ccc(Cl)cc2)n1	1	23	0.97	1	0.77	2	-3	-2	3
CC(=O)Nc1ccc(NC(=O)C(C)OC(=O)CNS(=O)(=O)/C=C/c2ccc(C)cc2)cc1 (stereo not given)	-9	-6	1	2	1.1	3	-1	-5	-4
COc1ccc(-c2nnnn2C(C)C)cc1	-7	5	1.1	-2	0.95	-1	-1	8	-11
CC(CCc1ccccc1)NC(=O)COC(=O)CC1CC2CCC1C2 (stereo not given)	-3	-5	1.1	121*	1.1	4	-5	3	-14
CCc1nnc(NC(=O)c2ccc(S(=O)(=O)N3CCCC3)cc2)s1	-6	16	0.96	-1	0.84	0	0	7	4
CC1(OC(=O)C2CCCC2)C(=O)C=C2C=C(C3CC3)OC=C2C1=O (stereo not given)	-4	3	1.2	-1	0.97	.	-3	15	-18

An excerpt; count on the stated rates, not on these rows.
